Growth percent in the NCI-60 one-dose screen (48 h, 10 µM unless noted): 100 = growth as untreated, 0 = no growth, -100 = all killed.
HT29 – HT29 colon cancer; 81,000 tested, 7.4% active; AID 1794748
NCI-H322M – NCI-H322M lung cancer; 80,000 tested, 2.7% active; AID 1794733
SW-620 – SW-620 colon cancer | AID 1794795 | 82,000 tested, 5.2% active
NCI-H460 – NCI-H460 lung cancer; 82,000 tested, 6.8% active
NCI-H226 – NCI-H226 lung cancer; AID 1794732; 79,000 tested, 3.5% active
KM12 – KM12 colon cancer cells; AID 1794800; 82,000 tested, 5% active
COLO 205 – COLO 205 colon cancer. 79,000 tested, 7.3% active. AID 1794742
HCT-15 – HCT-15 colon cancer; AID 1794746; 82,000 tested, 5.2% active
HCT-116 – HCT-116 colon cancer. 82,000 tested, 7.3% active
The depositor's hits bear a star; & = joins results of further samples. How the source made its calls: active means growth percent below 10; inactive means the rest.

For CCOC(=O)c1cc2c(n1Cc1ccc(OC)cc1)-c1[nH]c(=O)c(S(=O)(=O)c3ccccc3)cc1CCC2 the results were HT29 102, NCI-H322M 88, SW-620 95, NCI-H460 104, NCI-H226 99, KM12 108, COLO 205 107, HCT-15 95 and HCT-116 92.
CCCCN(Cc1ccc(C(=O)NO)cc1)C(=O)Nc1ccc(OCCCCCCCCCn2cc(CCCCC(=O)N[C@H](C(=O)N3C[C@H](O)C[C@H]3C(=O)NCc3ccc(-c4scnc4C)cc3)C(C)(C)C)nn2)cc1 was read as HT29 20, NCI-H322M 64, SW-620 31, NCI-H460 12, NCI-H226 46, KM12 22, COLO 205 37, HCT-15 89 and HCT-116 21.
`O=C(NCc1ccco1)c1ccc(C(=O)NCc2ccco2)cc1` gave HT29 106&99, NCI-H322M 94, SW-620 100&100, NCI-H460 108&108, NCI-H226 95, KM12 99&101, COLO 205 107&113, HCT-15 100&104 and HCT-116 100&99.
`COC(=S)S` gave HT29 98, NCI-H322M 100, SW-620 102, NCI-H460 97, NCI-H226 96, KM12 95, COLO 205 103, HCT-15 105 and HCT-116 102.
For Cc1ccc(-n2nnc(C(=O)O)c2C2CCCO2)cc1 (stereo not drawn) the results were HT29 89, NCI-H322M 96, SW-620 98, NCI-H460 106, NCI-H226 94, KM12 102, COLO 205 102, HCT-15 97 and HCT-116 91.
For c1ccc2c[n+](Cc3ccc4ccccc4n3)ccc2c1 the results were HT29 57, NCI-H322M 104, SW-620 87, NCI-H460 88, NCI-H226 86, KM12 76, COLO 205 46, HCT-15 106 and HCT-116 59.
O=C1CC(c2ccc(F)cc2)c2cnn(Cc3ccc4c(c3)OCO4)c2N1 (stereo not drawn) was read as HT29 82, NCI-H322M 89, SW-620 109, NCI-H460 103, NCI-H226 86, KM12 101, COLO 205 101, HCT-15 97 and HCT-116 90.
CCN(CC)Cc1cc(Nc2nc(/C=C/c3ccc(Cl)cc3)nc(Cl)c2-c2ccc(Cl)cc2)ccc1O was read as HT29 45, NCI-H322M 87, SW-620 103, NCI-H460 92, NCI-H226 95, KM12 94, HCT-15 66 and HCT-116 49.
For O=C(/C=C/c1coc(-c2ccc(Cl)cc2)n1)c1ccc(Br)cc1 the results were HT29 111, NCI-H322M 108, SW-620 111, NCI-H460 108, NCI-H226 107, KM12 104, COLO 205 108, HCT-15 104 and HCT-116 102.
`CC/C=C\C[C@H](O)C/C=C1\CC=C(CCO)C1=O` gave HT29 78, NCI-H322M 105, SW-620 111, NCI-H460 102, NCI-H226 92, KM12 105, COLO 205 101, HCT-15 98 and HCT-116 96.
`c1ccc(-c2nn[nH]n2)c(-c2ccc(Cn3cnnc3)cc2)c1` gave HT29 108, NCI-H322M 111, SW-620 103, NCI-H460 108, NCI-H226 123, KM12 112, COLO 205 121, HCT-15 105 and HCT-116 100.
Screening O=[N+]([O-])c1cccc(S(=O)(=O)Nc2ccc3[nH]ccc3c2)c1 returned HT29 113, NCI-H322M 107, SW-620 111, NCI-H460 113, NCI-H226 105, KM12 103, COLO 205 113, HCT-15 105 and HCT-116 98.
N#Cc1ccc(C(=O)c2c(N)c(C#N)cn2-c2ccc(Cl)cc2Cl)cc1 was read as HT29 108, NCI-H322M 102, SW-620 112, NCI-H460 116, NCI-H226 99, KM12 109, COLO 205 108, HCT-15 104 and HCT-116 98.
Fc1cccc(CSc2ncnc3c2ncn3C2CCCCO2)c1 (stereo not drawn) was read as HT29 102, NCI-H322M 112, SW-620 103, NCI-H460 93, NCI-H226 85, KM12 101, COLO 205 123, HCT-15 94 and HCT-116 97.
Screening CCn1c(SCC(=O)N/N=C/c2ccccc2)nc2c1c(=O)n(C)c(=O)n2C returned HT29 101, NCI-H322M 99, SW-620 99, NCI-H460 104, NCI-H226 97, KM12 100, COLO 205 108, HCT-15 108 and HCT-116 101.
`COc1ccc(-c2c(C(=O)NS(=O)(=O)C(C)C)n(Cc3cccc(OC(F)(F)F)c3)c3ccccc23)cc1` gave HT29 94, NCI-H322M 78, SW-620 98, NCI-H460 75, NCI-H226 82, KM12 74, COLO 205 103, HCT-15 65 and HCT-116 85.
For C=C(C)[C@@H]1CC=C2c3sc(-c4cccc(OCC)c4)nc3C[C@@H](C)[C@]2(C)C1 the results were HT29 102, NCI-H322M 104, SW-620 99, NCI-H460 105, NCI-H226 101, KM12 109, COLO 205 113, HCT-15 101 and HCT-116 99.
For CCCCCC(=O)Nc1cc(S(=O)(=O)O)cc2cc(S(=O)(=O)O)cc(O)c12 the results were HT29 123, NCI-H322M 102, SW-620 107, NCI-H460 113, NCI-H226 110, KM12 101, COLO 205 112, HCT-15 118 and HCT-116 105.
`O=c1oc2ccccc2cc1-c1csc(N2N=C(c3ccccc3)CC2c2ccccc2)n1` (stereo not drawn) gave HT29 82, NCI-H322M 97, SW-620 98, NCI-H460 87, NCI-H226 70, KM12 93, COLO 205 119, HCT-15 85 and HCT-116 89.
For COc1ccc2c(c1OC)O/C(=C\c1ncc([N+](=O)[O-])n1C)C2=O the results were HT29 -21*, NCI-H322M 84, SW-620 -21*, NCI-H460 -21*, NCI-H226 67, KM12 43, COLO 205 -56*, HCT-15 1.6* and HCT-116 4.5*.
`COC(=O)c1nc(-c2ccccc2)oc1S(=O)(=O)N(C)CCO` gave HT29 36, NCI-H322M 95, SW-620 40, NCI-H460 105, NCI-H226 91, KM12 89, COLO 205 48, HCT-15 43 and HCT-116 47.
`CCCCCC[n+]1ccc(SCC(=O)n2ccc3ccccc32)c2ccccc21` gave HT29 84, NCI-H322M 94, SW-620 92, NCI-H460 100, NCI-H226 80, KM12 84, COLO 205 99, HCT-15 94 and HCT-116 73.
Screening O=C(c1ccccc1)c1cccc2ccccc12 returned HT29 86, NCI-H322M 79, SW-620 96, NCI-H460 105, KM12 103, COLO 205 98, HCT-15 102 and HCT-116 97.
CC(CC(C)(C)C)C(=O)O (stereo not drawn) was read as HT29 107, NCI-H322M 106, SW-620 104, NCI-H460 108, NCI-H226 95, KM12 107, COLO 205 115, HCT-15 95 and HCT-116 105.
O=C(Nc1ccccc1O)c1ccc(CNC(=O)c2sccc2Nc2ccnc(C(F)(F)F)c2)cc1 was read as HT29 53, NCI-H322M 51, SW-620 42, NCI-H460 42, NCI-H226 55, KM12 61, COLO 205 73, HCT-15 48 and HCT-116 26.
CC(C)OC1OC(OC(C)C)C(OC(C)C)OC1OC(C)C (stereo not drawn) was read as HT29 96, NCI-H322M 98, SW-620 96, NCI-H460 104, NCI-H226 100, KM12 95, COLO 205 112, HCT-15 98 and HCT-116 89.
Screening O=C1CC2(CCCC2)Oc2ncccc21 returned HT29 111, NCI-H322M 107, SW-620 111, NCI-H460 118, NCI-H226 107, KM12 103, COLO 205 113, HCT-15 105 and HCT-116 111.
For COc1ccc(-c2ccc(NNC(=O)c3ccccc3)nn2)cc1OC the results were HT29 106, NCI-H322M 93, SW-620 99, NCI-H460 100, NCI-H226 99, KM12 101, COLO 205 114, HCT-15 102 and HCT-116 111.
`Cc1cc(Br)ccc1-n1cc(C#N)c(N)c1C(=O)c1ccc(F)cc1` gave HT29 107, NCI-H322M 103, SW-620 104, NCI-H460 103, NCI-H226 98, KM12 106, COLO 205 115, HCT-15 102 and HCT-116 99.
For O=C(c1ccccc1)c1cc2ccccc2oc1=O the results were HT29 113, NCI-H322M 98, SW-620 113, NCI-H460 117, NCI-H226 86, KM12 92, COLO 205 119, HCT-15 108 and HCT-116 99.
COc1ccc(C(=O)c2oc3nc(-c4cnccn4)cc(-c4cccs4)c3c2N)cc1 was read as HT29 111, NCI-H322M 100, SW-620 103, NCI-H460 102, NCI-H226 104, KM12 101, COLO 205 108, HCT-15 106 and HCT-116 111.
Clc1ccc(SCc2cccc3ccccc23)cc1 was read as HT29 99, NCI-H322M 94, SW-620 93, NCI-H460 111, NCI-H226 91, KM12 101, COLO 205 95, HCT-15 95 and HCT-116 100.
For S=c1nc(-c2ccccc2)c(-c2ccccc2)n[nH]1 the results were HT29 99, NCI-H322M 97, SW-620 103, NCI-H460 111, NCI-H226 98, KM12 97, COLO 205 112, HCT-15 104 and HCT-116 106.
`O=C(CCC1CCCCC1)OC1CCCCC1` gave HT29 114, NCI-H322M 109, SW-620 108, NCI-H460 104, NCI-H226 111, KM12 114, COLO 205 109, HCT-15 104 and HCT-116 97.
`Cn1cc(/C=N/Nc2ccc(Br)cn2)c2ccccc21` gave HT29 104, NCI-H322M 100, SW-620 114, NCI-H460 115, NCI-H226 92, KM12 38, COLO 205 122, HCT-15 96 and HCT-116 97.
For Cc1cccn2c(=S)[nH]nc12 the results were HT29 103, NCI-H322M 106, SW-620 104, NCI-H460 108, NCI-H226 98, KM12 116, COLO 205 110, HCT-15 108 and HCT-116 112.
Screening Clc1ccc(-c2cc(-c3cn(-c4ccccc4)nc3-c3ccc(OCc4ccccc4)cc3)on2)cc1 returned HT29 101, NCI-H322M 86, SW-620 97, NCI-H460 99, NCI-H226 97, KM12 105, COLO 205 108, HCT-15 121 and HCT-116 97.
Screening CCOC(=O)/C=c1\sc2n(c1=O)C1C(NN=2)N(CC)C(=O)N1c1ccccc1 (stereo not drawn) returned HT29 121, NCI-H322M 106, SW-620 113, NCI-H460 140, NCI-H226 113, KM12 107, COLO 205 121, HCT-15 101 and HCT-116 101.
`CC(=O)OC(OC(C)=O)c1ccc([N+](=O)[O-])cc1Cl` gave HT29 93, NCI-H322M 92, SW-620 73, NCI-H460 111, NCI-H226 101, KM12 97, COLO 205 106, HCT-15 99 and HCT-116 41.
Screening COc1ccc(C2=NN(c3ccccc3)C(c3ccc(OCc4ccc(F)cc4)c(OC)c3)C2)cc1OC (stereo not drawn) returned HT29 80, NCI-H322M 104, SW-620 103, NCI-H460 106, NCI-H226 119, KM12 102, COLO 205 101, HCT-15 89 and HCT-116 72.

Ordered by molar mass (rising): part of the list above
For S=c1nc(-c2ccccc2)c(-c2ccccc2)n[nH]1 the results were HT29 99, NCI-H322M 97, SW-620 103, NCI-H460 111, NCI-H226 98, KM12 97, COLO 205 112, HCT-15 104 and HCT-116 106.
COc1ccc(C(=O)c2oc3nc(-c4cnccn4)cc(-c4cccs4)c3c2N)cc1 was read as HT29 111, NCI-H322M 100, SW-620 103, NCI-H460 102, NCI-H226 104, KM12 101, COLO 205 108, HCT-15 106 and HCT-116 111.
Screening Clc1ccc(-c2cc(-c3cn(-c4ccccc4)nc3-c3ccc(OCc4ccccc4)cc3)on2)cc1 returned HT29 101, NCI-H322M 86, SW-620 97, NCI-H460 99, NCI-H226 97, KM12 105, COLO 205 108, HCT-15 121 and HCT-116 97.

Among those listed so far, these have four or more nitrogen atoms.
CCCCN(Cc1ccc(C(=O)NO)cc1)C(=O)Nc1ccc(OCCCCCCCCCn2cc(CCCCC(=O)N[C@H](C(=O)N3C[C@H](O)C[C@H]3C(=O)NCc3ccc(-c4scnc4C)cc3)C(C)(C)C)nn2)cc1 was read as HT29 20, NCI-H322M 64, SW-620 31, NCI-H460 12, NCI-H226 46, KM12 22, COLO 205 37, HCT-15 89 and HCT-116 21.
CCN(CC)Cc1cc(Nc2nc(/C=C/c3ccc(Cl)cc3)nc(Cl)c2-c2ccc(Cl)cc2)ccc1O was read as HT29 45, NCI-H322M 87, SW-620 103, NCI-H460 92, NCI-H226 95, KM12 94, HCT-15 66 and HCT-116 49.
`c1ccc(-c2nn[nH]n2)c(-c2ccc(Cn3cnnc3)cc2)c1` gave HT29 108, NCI-H322M 111, SW-620 103, NCI-H460 108, NCI-H226 123, KM12 112, COLO 205 121, HCT-15 105 and HCT-116 100.
N#Cc1ccc(C(=O)c2c(N)c(C#N)cn2-c2ccc(Cl)cc2Cl)cc1 was read as HT29 108, NCI-H322M 102, SW-620 112, NCI-H460 116, NCI-H226 99, KM12 109, COLO 205 108, HCT-15 104 and HCT-116 98.
Fc1cccc(CSc2ncnc3c2ncn3C2CCCCO2)c1 (stereo not drawn) was read as HT29 102, NCI-H322M 112, SW-620 103, NCI-H460 93, NCI-H226 85, KM12 101, COLO 205 123, HCT-15 94 and HCT-116 97.
Screening CCn1c(SCC(=O)N/N=C/c2ccccc2)nc2c1c(=O)n(C)c(=O)n2C returned HT29 101, NCI-H322M 99, SW-620 99, NCI-H460 104, NCI-H226 97, KM12 100, COLO 205 108, HCT-15 108 and HCT-116 101.
O=C(Nc1ccccc1O)c1ccc(CNC(=O)c2sccc2Nc2ccnc(C(F)(F)F)c2)cc1 was read as HT29 53, NCI-H322M 51, SW-620 42, NCI-H460 42, NCI-H226 55, KM12 61, COLO 205 73, HCT-15 48 and HCT-116 26.
For COc1ccc(-c2ccc(NNC(=O)c3ccccc3)nn2)cc1OC the results were HT29 106, NCI-H322M 93, SW-620 99, NCI-H460 100, NCI-H226 99, KM12 101, COLO 205 114, HCT-15 102 and HCT-116 111.
COc1ccc(C(=O)c2oc3nc(-c4cnccn4)cc(-c4cccs4)c3c2N)cc1 was read as HT29 111, NCI-H322M 100, SW-620 103, NCI-H460 102, NCI-H226 104, KM12 101, COLO 205 108, HCT-15 106 and HCT-116 111.
`Cn1cc(/C=N/Nc2ccc(Br)cn2)c2ccccc21` gave HT29 104, NCI-H322M 100, SW-620 114, NCI-H460 115, NCI-H226 92, KM12 38, COLO 205 122, HCT-15 96 and HCT-116 97.
Screening CCOC(=O)/C=c1\sc2n(c1=O)C1C(NN=2)N(CC)C(=O)N1c1ccccc1 (stereo not drawn) returned HT29 121, NCI-H322M 106, SW-620 113, NCI-H460 140, NCI-H226 113, KM12 107, COLO 205 121, HCT-15 101 and HCT-116 101.
